# Abeta yeast res = restores growth of yeast expressing A-beta42 peptide; yeast expressing A-beta42, growth rescue, OD600, 48 h; response scale: 0% DMSO, 100% iron-clioquinol control; Potency, µM (highest dose often 46.1 µM), inactives show top-dose growth rescue, actives largely listed as activators; hit rate 0.063% among 410,000; AID 1347071; further: potency means the concentration at half of the fitted maximal effect; nearly all actives have a fitted effect of over 55% in size
#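 Yeast growth medium received pinned compounds, then yeast cells expressing toxic A-beta were added; plates incubated at 30 C for 48 hr. Growth read as absorbance at 600 nm, normalized to DMSO and equimolar FeCl3 plus clioquinol controls.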
# TDP-43 yeast inh = TDP-43 toxicity inhibition in yeast | hit rate 1.8% among 410,000 | TDP-43 expressing yeast growth rescue, BacTiter-Glo, 24 h | Potency, µM (doses to about 46.1 µM), inactives show top-dose growth rescue (activation), hits mostly activators | AID 652104; further: potency means the concentration at half of the fitted maximal effect; % of control where 0% means no effect; nearly all actives have a fitted effect of over 50% in size
#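 In this qHTS, compounds that restore growth of yeast expressing TDP-43 appear as activators. Cells (OD600=0.02, galactose medium, raffinose-pregrown) are incubated with compound 24 hr at 30 deg C and growth is quantified by BacTiter-Glo.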
# aSyn yeast inh = inhibitors of alpha-synuclein toxicity in yeast; Potency, µM (highest dose often 46.1 µM), for inactives: top-dose growth rescue (activation), most hits filed as activators; hit rate 0.14% among 370,000; Yeast expressing alpha-synuclein, growth rescue, BacTiter-Glo, 24 h; further: potency means the concentration at half of the fitted maximal effect; % of control where 0% means no effect; nearly all actives have a fitted effect of over 65% in size
#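 Rescue of yeast growth: cells expressing toxic alpha-synuclein, induced in galactose at OD600 0.02, incubated with compound 24 h at 30 C. ATP luminescence quantified growth; inhibitors of toxicity appear as activators.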
# EPAC2 antagonist = blocks human EPAC2 exchange factor | EPAC2 GEF exchange of Rap1B-BODIPY-GDP, fluorescence | Potency, µM (top dose mostly 114 µM), for inactives: top-dose activity, negative = inhibition, actives largely listed as inhibitors | hit rate 0.18% among 360,000 | AID 720708; further: potency means the concentration at half of the fitted maximal effect; on the % scale 0 is the no-effect control and ±100 the full control effect; nearly all actives have a fitted effect of over 45% in size; many of its hits are not listed in these tables
# DRD3 agonist = D3 dopamine receptor (human) agonism; D3R DiscoveRx beta-arrestin cells, luminescence, 90 min; max activation, %; hit rate 0.58% among 410,000; in the data active means max activation above about 30%; further: 0% is about no effect; mostly tested at two doses, the higher about 12 µM
# Target sequence (P35462 whole entry, looked up): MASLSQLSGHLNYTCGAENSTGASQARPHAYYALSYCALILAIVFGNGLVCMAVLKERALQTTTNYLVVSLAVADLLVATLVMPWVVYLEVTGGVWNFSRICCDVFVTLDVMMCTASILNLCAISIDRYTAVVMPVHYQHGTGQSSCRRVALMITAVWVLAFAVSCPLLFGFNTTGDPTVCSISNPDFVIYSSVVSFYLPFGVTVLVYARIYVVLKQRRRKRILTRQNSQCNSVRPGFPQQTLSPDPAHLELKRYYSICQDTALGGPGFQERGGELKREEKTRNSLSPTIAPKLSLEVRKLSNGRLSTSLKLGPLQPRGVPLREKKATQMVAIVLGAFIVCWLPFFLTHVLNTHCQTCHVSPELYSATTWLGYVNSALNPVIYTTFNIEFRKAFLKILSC
#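 Cells at 1500/well, incubated overnight, then treated with pinned compounds (dopamine as control) for 90 min at 37 degrees C. DiscoveRx reagent added for 30 - 60 minutes at room temperature; luminescence read.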
# DRD3 antagonist = blocks the human D3 dopamine receptor; D3R cells, DiscoveRx beta-arrestin luminescence, antagonist mode; active compounds read low; max response, negative = inhibition, %; hit rate 2.5% among 360,000; in the data active means max response below about -50%; inconclusive means no clear call, values can overlap the other calls; further: on the % scale 0 is the no-effect control and ±100 the full control effect; mostly tested at two doses, the higher about 12 µM
#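 Cells expressing the human receptor were seeded at 1500 cells/well, incubated overnight at 37 degrees C in 5% CO2, then exposed to library compounds with dopamine controls for 90 minutes at 37 degrees C before luminescent detection.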
# FUS suppressor = rescues growth of FUS-expressing yeast; Potency, µM (highest dose often 76.6 µM), inactives show at the highest dose growth rescue (activation), most hits filed as activators; AID 1347120; S. cerevisiae FUS-expressing, growth rescue, OD600, 24 h; hit rate 0.24% among 390,000;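 further: potency means the concentration at half of the fitted maximal effect; plate controls were DMSO vehicle for no effect and reference control for full effect; nearly all actives have a fitted effect of over 55% in size; some results filed as inactive show a strong effect at the top dose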
#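 Absorbance at 600 nm, taken 24hr after compound addition, measured rescue of FUS-yeast growth at 30C. Induction used 2% galactose with seeding at OD 0.005. Controls: CP55940 from 92uM final, DMSO only.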
# EPAC2 ag = EPAC2 (human) agonism; hit rate 0.079% among 360,000; Potency, µM (series often up to 154 µM), for inactives: top-dose activation, actives largely listed as activators; EPAC2 activation, biochemical qHTS; response scale: 100% = 6.5 mM cAMP response; AID 720711; Q8WZA2; further: potency means the concentration at half of the fitted maximal effect; nearly all actives have a fitted effect of over 50% in size
#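 Readout is BODIPY fluorescence (480 nm excitation, 540 nm emission), which falls as labeled GDP is exchanged off Rap1B. EPAC2 at 100 nM acted on 250 nM RAP1B-BODIPY-GDP with 50 uM GDP present.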
# * marks the source's active call; other numbers are inactive results; ? = inconclusive; nt = no result given; & = joins results of further samples; [ ] = another dose, or the depositor's remark. Unless noted, the call rests on the fitted dose curve; in most records, active means well fitted curve in the direction sought with a large enough effect; inconclusive means small, poorly fitted or top-dose-only effect, or another doubt; inactive means no such curve, though single readings can be large; an effect the other way counts as inactive or inconclusive. This is a subset; count on the stated rates, not on these rows.
SMILES,Abeta yeast res,TDP-43 yeast inh,aSyn yeast inh,EPAC2 antagonist,DRD3 agonist,DRD3 antagonist,FUS suppressor,EPAC2 ag
O=C(OCCOc1cccc(Cl)c1)c1cc(S(=O)(=O)N2CCOCC2)ccc1F,-12%,28%,2%,1%,9,9,14%,1%
CS(=O)(=O)N1CCC(C(=O)Nc2ccc(C(F)(F)F)cc2)CC1,11%,0%,-1%,2%,6,2,21%,4%
CC(C)Oc1ccc(C(=O)NC2CCCCC2)cc1,-20%,18%,3%,7%,3,3,-9%,2%
COc1ccc(-n2nc(C(=O)N3CCCCC3)c3c4ccccc4n(C)c3c2=O)cc1Cl,-17%,-6%,nt,nt,-10,nt,22%,nt
CC(=O)Nc1ccc(Nc2nc3c(S(=O)(=O)c4cccc(Cl)c4)nnn3c3ccsc23)cc1,9%,9%,nt,nt,1,nt,12%,nt
Oc1ccccc1C=NN=C1c2ccccc2-c2ccccc21,5%,0%,-3%,-7%,5,7,nt,7%
COc1cc(OC)c(NC(=O)c2cnn(-c3ccccc3)c2-n2cccc2)cc1Cl,-12%,9%[9.22 µM],nt,nt,-8,nt,-21%,nt
COc1ccc(C(=O)N2CCC(C(=O)Nc3ccc4c(c3)OCCO4)CC2)cc1,4%,8%,1%,-4%,0,5,21%,6%
CCOC(=O)c1[nH]c2ccc(OC)cc2c1NC(=S)N1CCN(c2ccccc2)CC1,-8%,1%,1%,7%,-2,?,5%,-15%
O=Cc1cn(CC(O)CN2CCCCC2)c2ccccc12 (stereo unspecified),-1%,1%,7%,5%,0,15,3%,-1%
Cc1ccc(NC(=O)c2cc(S(=O)(=O)N3CCCCC3)c[nH]2)cc1C,-2%,24%,0%,25%,4,?,6%,-3%
Cn1cccc1C(=O)c1ccc(Cl)cc1Cl,25%,?,4%,-4%,6,-19,-4%,-5%
COc1c2c(nc3occc13)C(CC=C(C)C)(OC)C(O)CC2 (stereo unspecified),6%,0%,1%,6%,2,-27,14%,-4%
O=C(Nc1ccc2oc(-c3ccc4ccccc4c3)nc2c1)c1ccc(Cl)c(Cl)c1,-8%,-7%,nt,nt,-15,nt,2%,nt
Cn1c(Oc2ccc(Cl)cc2)c(C=O)c2ccccc21,-1%,-4%,-2%,-4%,-4,-20,33%,17%

# Some of these compounds in order of number of heavy atoms, lowest first.
SMILES,Abeta yeast res,TDP-43 yeast inh,aSyn yeast inh,EPAC2 antagonist,DRD3 agonist,DRD3 antagonist,FUS suppressor,EPAC2 ag
CC(C)Oc1ccc(C(=O)NC2CCCCC2)cc1,-20%,18%,3%,7%,3,3,-9%,2%
Cn1c(Oc2ccc(Cl)cc2)c(C=O)c2ccccc21,-1%,-4%,-2%,-4%,-4,-20,33%,17%
COc1ccc(-n2nc(C(=O)N3CCCCC3)c3c4ccccc4n(C)c3c2=O)cc1Cl,-17%,-6%,nt,nt,-10,nt,22%,nt

# Going on with the list:
SMILES,Abeta yeast res,TDP-43 yeast inh,aSyn yeast inh,EPAC2 antagonist,DRD3 agonist,DRD3 antagonist,FUS suppressor,EPAC2 ag
COc1ccc(CN2CCN(Cc3c[nH]c4ccccc34)CC2)c(OC)c1,0%,9%,11%,-21%,-5,-74*,16%,11%
O=C(CCNC(=O)c1ccccc1Cl)Nc1nc2ccccc2[nH]1,7%,?,1%,7%,3,5,7%,2%
CCN=c1scc(-c2ccco2)n1/N=C/c1ccc(O)cc1,-5%,18µM*,2%,2%,1,7,?,10%
O=C(Nc1cccnc1Cl)c1cc(-c2ccc(Cl)cc2)on1,1%&-18%,1%&7%,2%,3%,2&-4,6,-18%&6%,6%
COc1cccc(NC(=S)N2CCN(C)CC2)c1,9%,1%,0%,15%,2,1,-5%,7%
O=C(CCSc1nnc(-c2ccccc2)o1)N1CCOCC1,-6%,-12%,-6%,-9%,-13,9,nt,14%
CCOc1c(O)ccc(C2NC(=O)NC(C)=C2C(=O)OC)c1[N+](=O)[O-] (stereo unspecified),4%,-12%,13%,0%,-3,12,17%,-5%
COc1cc2c(cc1OC)CN(c1ccc(F)cc1[N+](=O)[O-])CC2,-4%,?,12%,4%,-16,-22,24%,16%
COc1cccc(NC(=O)CN2C(=O)COc3ccc(S(=O)(=O)N4CCCCCC4)cc32)c1,-26%,?,-13%,-5%,-18&-3,-10,36%&35%,4%
CC(=O)N1CCc2ccc(N)cc21,6%,-7%,-5%,11%,7,-8,-17%,10%
Nc1ncc2c(n1)-c1ccoc1CC2,-15%,14%,-5%,-2%,3,0,-13%,7%
COc1ccc(NC(=O)CCc2nc3ccccc3s2)c(OC)c1,-22%,-14%,-1%,-4%,-8,-10,39%,6%
CCOc1cc(C2NN=C(c3ccccc3)S2)ccc1OCc1ccccc1Cl (stereo unspecified),0%,10µM*,3%,1%,11,10,-5%,-6%
COc1ccc(OC)c(NC(=O)CSc2ncccn2)c1,-17%,?,?,0%,-1,-9,18%,7%
Cc1cccc(N(C)S(=O)(=O)c2ccc3c(c2)C(C)(C)C(=O)N3C)c1,14%,11%,3%,-24%,-1,15,11%,3%
COC(=O)COn1c(SCC(=O)OC)nc2ccccc2c1=O,-4%,-10%,2%,-1%,-8,5,38%,4%
COc1ccc(C(=O)CSC#N)cc1OC,-82%[inhibitor],?,?,3%,-9,-28,-8%,2%
N#CCCn1cc(/C=N/NC(N)=S)c(-c2ccc(-c3ccccc3)cc2)n1,17%,25%,-6%,4%,-13,-20,?,21%
O=[N+]([O-])c1ccc(Nc2ccc(F)cc2)nc1,11%,22%,-17%,-5%,-9,-7,13%,9%
Cc1ccc(NC(=O)CN(C)S(=O)(=O)c2ccc3nc(C)sc3c2)c(C)c1,-9%,15%,nt,nt,10,nt,-6%,nt
COc1cc2ccccc2cc1C(=O)Nc1ccncc1,-19%,0%,-1%,-7%,21,-9,5%,14%
O=[N+]([O-])c1cc(C(F)(F)F)ccc1NC1CCN(Cc2ccccc2)CC1,-13%,-15%,-7%,-3%,-30,-74*,6%,18%
CCCNC(=O)c1cc(-c2ccc(OC)cc2)on1,14%,-11%,-3%,-2%,-3,9,?,3%
CNC(=O)c1snnc1-c1ccccc1,-18%,-8%,-8%,-2%,-6,?,-25%,1%
CCc1cc(-c2cnnn2Cc2ccccc2)ccc1-c1cn(CC(C)C)nn1,-7%,?,?,-19%,4,-20,?,12%
Cc1cccc(-n2c3nc(=O)[nH]c(=O)c-3cc3c(Cl)cccc32)c1C,-11%,-3%,nt,nt,-20,nt,2%,nt
O=C(O)CCCC(=O)Nc1ccc2c(c1)oc1ccccc12,-2%,-3%,-1%,12%,-3,-15,-15%,1%
O=C(CNC(=O)c1ccco1)NCC(=O)OC(C(=O)c1ccccc1)c1ccc(Cl)cc1 (stereo unspecified),-13%,-23%,-3%,20%,-10,-10,27%,-1%
Cc1ccc(CNC(=O)CNS(=O)(=O)c2ccc(Br)s2)cc1,-7%,8%,-1%,6%,8,9,-19%,3%
CO/N=C\Cc1oc(=O)c(NC(=O)c2ccccc2)cc1C(=O)OC,-25%,-18%,-2%,0%,-6,-6,27%,3%
COC(=O)c1ccc(NC(=O)c2ccc(NC(=O)C3CCCO3)cc2)cc1 (stereo unspecified),5%,23%,-1%,6%,-1,0,-4%,4%
CC(C)(O)c1ccc2c(c1)CCC1C(C)(C(=O)O)CCCC21C (stereo unspecified),5%,16%,2%,-2%,-2,3,7%,0%
O=C(Nc1ccc2c(c1)OCO2)Nc1ccccc1F,-19%,2%,-17%,-1%,2,12,17%,1%
O=C(O)/C=C/C(=O)N1CCN(C(=O)/C=C/C(=O)O)CC1,-10%,20%,-1%,2%,5,-19,22%,6%
O=C1CCC(c2ccccc2)=NN1Cc1c(F)cccc1Cl,-2%,3%,11%,-4%,5,4,4%,-8%
COc1ccc(N2CCN(c3nc4cc(C)ccc4cc3C=O)CC2)cc1,-23%,-28%,1%,-7%,31*,-2,9%,8%
O=C1CCCCCC[C@@H](O)[C@H](O)C[C@H](c2ccccc2)O1,-7%,-3%,-6%,6%,-12,0,-12%,2%
CC1CCN(S(=O)(=O)c2ccc3nc(NCc4ccc(F)cc4)ccc3c2)CC1,26%,10%,nt,nt,6,nt,19%,nt
Oc1ccc(Nc2nc(-c3ccc(Cl)cc3)nc3ccccc23)cc1,-59%[inhibitor],-12%,-34%[inhibitor],nt,2,nt,?,nt
CCOC(=O)C(CC)c1cc2n(c(=O)c1C#N)CCC21OCCO1 (stereo unspecified),-13%,-3%,-1%,-1%,1,0,3%,4%
COc1ccc(N2CCN(C(=O)C(C)n3c(=O)cc(C(F)(F)F)c4c(C)nn(C)c43)CC2)cc1 (stereo unspecified),-34%,-10%,nt,nt,-6,nt,?,nt
Cc1ccc(CNC(=O)C2CN(S(C)(=O)=O)c3cc(Cl)ccc3O2)cc1 (stereo unspecified),-7%,-8%,-3%,-9%,-5,-17,-8%,19%
Cc1ccc(-c2nc(-c3cccnc3)no2)cc1,-24%,2%,-8%,6%,0,20,3%,2%
COC(=O)[C@]1(C)N[C@H](CN(C)C(=O)Nc2ccc(C)cc2)[C@@H]2C(=O)N(C)C(=O)[C@@H]21,0%,-4%,-5%,-6%,-23,2,-21%,12%
Cn1c(SCc2cccc(C(F)(F)F)c2)nnc1-c1ccco1,-13%,20µM*,17%,15%,1,4,15%,5%
CCc1c(Cl)nc(N)nc1Nc1ccccc1C,1%,?,1%,7%,3,-5,nt,0%
CC1CCN(CCNC(=O)CN(C)S(=O)(=O)c2cccc3nsnc23)CC1,10%,0%,2%,-4%,-8,-19,21%,5%
O=C(CNc1cccc2ccccc12)N/N=C/c1ccc([N+](=O)[O-])o1,18%,20µM*,19%,-8%,-4,-21,25%,9%
O=C(Nc1ccc([N+](=O)[O-])c(NC(=O)c2cccnc2)c1)c1cccnc1,-2%,-2%,0%,-8%,-4,10,-14%,5%
CC[C@@H]1Cc2[nH][nH]c(=O)c2[C@@H](c2ccc(Cl)cc2)O1,1%,16µM*,2%,-2%,0,-7,3%,4%
c1ccc(Nc2cc(-c3ccccc3)nc3ncnn23)cc1,9%,7%,6%,-4%,8,-16,19%,1%
COc1ccc(Nc2c[nH]c(=O)[nH]c2=O)cc1,0%,-4%,1%,17%,-6,-17,nt,7%
Cc1c(-c2ccccc2)[n+](=O)c(-c2ccc(Br)cc2)c(C)n1[O-],-5%,9%,6%,-4%,-2,1,-6%,4%
